# Source: PubChem BioAssay
# PGC1a acetyl inh – inhibitors of PGC1a acetylation signal, primary screen, cell-based, U2OS, AlphaScreen, inhibitor mode; AlphaScreen anti-acetyl-lysine; with virally co-expressed GCN5 acetyltransferase; inhibition, % at 15.6 µM; hit rate 0.17% among 350,000;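 active = every replicate shows inhibition of at least 40%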;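 also: 0% = neutral control wells and 100% = positive control wells; some results beyond the cut were filed as inactive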
# Cneo AK release – Cryptococcus neoformans cell lysis inducers, primary screen, AK release luminescence, single concentration; C. neoformans lysis, adenylate kinase release luminescence, 4 h; normalised: neutral wells 0, clomiphene wells 100; lysis activity, % at 15 µM; hit rate 0.2% among 360,000;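 active = mean lysis activity across replicates of at least 80%, whatever share of replicates individually reach that level; inactive = mean lysis activity below 80%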
#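 Material – log-phase Cryptococcus neoformans yeast cells · Input – 5 × 10^6 yeast cells/mL · Medium – fresh YPD growth medium · Doses – single compound concentration per well · Timing – static 4 h at 37 °C with compound, 1 h detection · Detection – adenylate kinase release luminescence · Read-out – signal increase indicating cell lysis · Control set – Clomiphene as positive lysis control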
# C2C12 statin – suppressors of statin myotoxicity in C2C12 myotubes, primary screen, cell-based, single point, plate reader; C2C12 myotubes + simvastatin, ATP luminescence, 48 h; scaled: DMSO 0, geranylgeraniol control 100; rescue of ATP level, % at 7.49 µM; hit rate 0.78% among 330,000;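 active = mean ATP rescue above about 67%, or every replicate alone reaching that limit, limit read from the data, passing the limit was not always enough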;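 also: myotubes were challenged with 10 µM simvastatin during compound exposure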
# * marks the source's active call; other numbers are inactive results. This is a subset; the hit share may differ from the screen's.
# Values in the order – Cneo AK release	C2C12 statin	PGC1a acetyl inh
CCCCn1c(SCC(=O)NCC2CCCO2)nc2ccc(N3CCOCC3)cc2c1=O (centres undefined)
 : 2.3	2.6	0.2
O=C(NCc1ccccc1)C(C(=O)c1ccc(F)cc1)n1ccccc1=O (centres undefined)
 : -0.3	-5.0	-4.7
Cc1ccccc1NC(=O)C1CCCN(S(=O)(=O)c2c(C)noc2C)C1 (centres undefined)
 : 2.7	4.5	-11.7
CCOCCCNS(=O)(=O)Cc1ccccc1
 : 6.6	0.0	13.7
C#CCOC(=O)c1ccccc1C(=O)O
 : 1.1	3.7	-4.2
CC(Oc1ccc(-c2ccccc2)cc1)C(=O)N1CCOCC1 (centres undefined)
 : 8.9	-3.5	-2.1
OC1CCCN(Cc2c3ccccc3cc3ccccc23)C1 (centres undefined)
 : -1.2	25.4	-24.4
CC(=O)Nc1cc2c(cc1C(=O)C(C)C)OCCO2
 : 3.1	21.2	7.6
COc1ccc(C2N(c3ccccn3)C(=O)C3CCCN32)c(OC)c1 (centres undefined)
 : 0.0	-7.1	18.2
CCOC(=O)c1[nH]c2cc(OC)c(OC)cc2c1N
 : -1.4	-8.9	5.1
CC(C)c1ccc(NC(=O)CN(Cc2ccccc2)S(C)(=O)=O)cc1
 : 2.4	9.7	4.4
CCn1c(COc2ccc(=O)n(-c3ccccc3)n2)nnc1SCc1ccc(OC)cc1
 : -1.8	1.2	0.3
CNc1cnn(-c2ccccc2)c(=O)c1Cl
 : -0.8	-0.7	7.8
CC(C)[C@H](NS(=O)(=O)c1cccc(Cl)c1)C(=O)OCC(=O)NC(=O)CN1CCCC1=O
 : -0.2	-8.1	9.0
O=C(Nc1ccccc1C(=O)NC(Cc1ccccc1)C(=O)NC1CCCCCC1)c1ccccc1 (centres undefined)
 : 0.1	118.7*	0.5
CCOC(=O)CSc1ccc(-c2nc3cc(C)c(C)cc3[nH]2)cn1
 : -2.5	-8.5	-1.7
CCCCC(CC)CNC(=O)CCS(=O)(=O)c1cccc2nsnc12 (centres undefined)
 : -3.1	5.9	-14.1
COc1ccc(Cl)cc1N(CC(=O)N1CCC(C)CC1)S(C)(=O)=O
 : -0.2	14.7	-25.9
Cc1noc(C)c1CSCC(=O)Nc1ccccc1N1CCCCC1
 : -2.3	5.3	-26.6
COc1cc(OC)cc(C(=O)Nc2ccccc2N2CCOCC2)c1
 : -2.1	-8.8	-6.8
Cc1cc(Nc2ccccc2C(=O)O)nc2nc3ccccc3c(=O)n12
 : 1.5	19.8	-2.4
COP(=O)(/C=C/c1ccccc1)C(O)c1ccc(F)cc1 (centres undefined)
 : 1.3	3.5	-7.6
S=C(Nc1ccccc1)N1N=CCC1c1ccccc1 (centres undefined)
 : -3.1	25.7	-5.6
CCn1nc(CC(=O)Nc2ccc(-n3cnnn3)c(OC)c2)c2ccccc2c1=O
 : 12.4	-3.1	2.2
c1ccc(CSc2nnc(-c3ccncc3)o2)cc1
 : -2.2	5.7	24.2
Cc1ccc(NC(=O)CS(=O)CC(=O)NCC2CCCO2)cc1 (centres undefined)
 : -6.5	0.5	0.0
O=C(Nc1nc2ccccc2s1)C1CC(=O)N(c2ccccc2)C1 (centres undefined)
 : -0.5	5.1	1.9
c1coc(CN2CN=C(Nc3nc4ccccc4s3)NC2)c1
 : 1.3	3.8	-0.4
N#Cc1nc(COc2ccccc2F)oc1NCCCn1ccnc1
 : -1.0	-8.5	-3.1
CC(=O)N1CCc2cc(S(=O)(=O)NCCC(=O)Nc3cccc(C)c3C)ccc21
 : 2.6	-0.1	5.8
CCOC(=O)c1c(C)[nH]c2cc(Br)c(O)cc12
 : -3.9	-3.3	-27.5
O=C(Nc1ccccc1)Nc1nncs1
 : -2.1	-2.5	-6.4
O=C(C1CC1)N1CCc2cc(Br)cc(S(=O)(=O)N3CCN(c4ccccn4)CC3)c21
 : -0.2	1.5	-1.5
O=C(c1ccccc1F)N(Cc1ccc(F)cc1)C1CCS(=O)(=O)C1 (centres undefined)
 : -0.5	4.1	-5.2
O=C(CN(Cc1ccco1)C(=O)CNS(=O)(=O)c1ccc(F)cc1)NCc1ccc(F)cc1
 : 0.6	3.5	0.0
CCOC(=O)c1nn(-c2ccccc2)c(=O)cc1SC(C)C
 : 0.4	2.7	5.0
Cc1cc(C)n2nc(SC3CCCCN(C(=O)c4ccc(F)cc4)C3=O)nc2n1 (centres undefined)
 : 1.5	-0.2	-9.7
C/C(O)=c1/ccc2cccc3nc(C)nc1c23
 : -1.5	40.6	5.9
CCNc1nc(OC)nc(Oc2ccc(C(=O)OC)cc2)n1
 : -0.7	-17.8	3.7
COc1cccc(CNc2ccc3[nH]c(=O)[nH]c3c2)c1OCc1ccccc1
 : 1.1	-1.6	-4.6
O=C(NCc1cccs1)C1CCCN(c2ncccn2)C1 (centres undefined)
 : 0.2	-3.0	-6.5
COC(=O)Oc1ccc(/C=N/NC(=O)CN(c2ccccc2Cl)S(C)(=O)=O)cc1OC
 : -2.0	3.6	-3.9
N#CCc1c(C#N)c(N)nc(N2CCN(Cc3ccc4c(c3)OCO4)CC2)c1C#N
 : -6.7	4.9	8.4
O=C(Nc1ccon1)c1sc2ccccc2c1Cl
 : -10.0	12.5	2.9
COCc1cc(=O)[nH]c(/N=C(\N)Nc2ccc(C)cc2)n1
 : 1.3	-11.1	7.0
COc1cc(CC(=O)Oc2ccc3c(c2)OCO3)cc(OC)c1OC
 : -0.5	3.7	-10.1
CCC1(C)Cc2c(sc3nn[nH]c(=O)c23)CO1 (centres undefined)
 : 0.2	-6.7	-7.6
COC(=O)C1=C(C)N(c2ccc(F)c(Cl)c2)C(=O)C1
 : 2.8	1.3	1.1
Cc1cc(S(=O)(=O)N2CCCC2)c(C)s1
 : -1.5	4.5	11.8
CSCCC(NC(=O)c1ccco1)C(=O)O (centres undefined)
 : -2.0	1.8	5.0
COC(=O)c1ccc(CSc2ccccc2C)o1
 : 6.5	18.0	4.9
COC(=O)C1=C(C)N=C2SC(C)C(=O)N2C1c1ccc(C(=O)OC)cc1 (centres undefined)
 : -6.4	-0.7	0.6
CCCCc1nc2n[nH]c(N)c2c2c1CCC2
 : -0.8	-4.0	6.2
CN(C)CCN1C(=O)C(=O)/C(=C(/O)c2ccc(OCc3ccccc3)cc2)C1c1ccncc1 (centres undefined)
 : -1.4	-12.4	3.0
CC(C)CN(C)C(=O)CC1C(=O)NCCN1C (centres undefined)
 : 2.7	8.5	14.9
CCOc1cc2[nH]c(=S)n(CCCN3CCCC3=O)c(=O)c2cc1OCC
 : -0.1	0.9	5.1
CCOc1cc(/C=N/NC(N)=O)cc(Br)c1OCC(=O)Nc1cccc2ccccc12
 : 0.6	15.0	9.8
CCCCCCc1cc2cc(C(=O)NC)c(=N)oc2cc1O
 : -0.5	2.3	5.1
CC1(c2ccccc2)NC(=O)N(CCN2C(=O)c3ccccc3C2=O)C1=O (centres undefined)
 : -0.9	0.8	-17.3
CNC(=O)c1ccccc1NC(=O)c1ccc(C)c(S(=O)(=O)N2CCCCC2)c1
 : 0.4	6.9	-7.7

# (continued)
# Values in the order – Cneo AK release	C2C12 statin	PGC1a acetyl inh
COc1ccc(C2C(C(C)=O)=C(C)N=c3s/c(=C\c4ccco4)c(=O)n32)c(OC)c1 (centres undefined)
 : 2.1	-3.0	-6.5
CCc1nc2sc(C)c(C)c2c(=O)n1CCO
 : 1.5	8.1	2.8
Cc1ccc(N)cc1CN1CCCC1=O
 : -2.3	3.8	7.9
O=C(c1ccc2ccccc2c1)c1c[nH]cc1-c1ccccc1
 : 0.0	-19.0	-18.4
CCC(C)(C)n1nnnc1C(c1ccc(C)cc1)N1CCC(C)CC1 (centres undefined)
 : 4.8	7.2	-42.3
CC(C(=O)N1CCCc2ccccc21)N1C(=O)c2ccccc2C1=O (centres undefined)
 : 10.3	109.4*	1.3
COc1ccccc1NC(=O)CSc1nnc(C)o1
 : 0.8	12.6	31.9
COCCn1c(=O)[nH]c2cc(C(=O)NCCN3CCN(c4ccccc4)CC3)ccc2c1=O
 : -0.4	8.3	1.2
Cc1ccc(C)c(N2CCN(C(=O)COc3cc(=O)n(C)c4ccccc34)CC2)c1
 : 6.9	46.5	-7.1
O=C1[C@H]2[C@@H](C(=O)N1c1cccc3ccccc13)C1(C(=O)c3ccccc3C1=O)N1CCC[C@@H]21
 : -2.5	7.7	-42.3
CCNC(=O)CN(CCc1ccccc1)S(C)(=O)=O
 : -1.5	-2.3	-5.5
Cc1ccc(-c2cc(NC(=O)CSc3n[nH]c(N)n3)n(-c3ccccc3)n2)cc1
 : 5.4	-24.9	-7.5
O=c1nc2s/c(=C\c3ccco3)c(=O)n2nc1Cc1ccc(F)cc1
 : 3.3	7.2	4.5
CCN(CC)C(=O)C(C)OC(=O)COc1ccc(Cl)cc1C (centres undefined)
 : 5.5	1.7	-8.1
Cn1c(-c2ccc(F)cc2)cnc1SCC(=O)N1CCCCC1
 : -1.7	5.5	-3.4
O=C1CC2(CCCCC2)Oc2ccc(O)cc21
 : -4.6	6.5	2.4
COC(=O)C1C(=O)NCC1c1ccccc1 (centres undefined)
 : 3.6	-6.7	-11.3
O=C(Nc1ccccc1)c1ccc(NC2CCCCC2)c(S(=O)(=O)N2CCOCC2)c1
 : 0.1	5.3	-17.5
CCC(C)(C)NC(=O)C(c1ccc(C)cc1)N(Cc1ccco1)C(=O)CCC(=O)Nc1nccs1 (centres undefined)
 : 0.0	57.1	7.4
CCOc1ccccc1-n1nnnc1SCC(=O)Nc1cc2oc3ccccc3c2cc1OC
 : -2.8	0.3	-2.6
CCOC(=O)Nc1ccccc1C(=O)N1CCOCC1
 : -1.4	1.0	-6.6
CC(C)CCOc1cccc(OCC(=O)NC2CCS(=O)(=O)C2)c1 (centres undefined)
 : 3.0	11.6	0.4
Cc1ccc(N2C(=O)[C@@H]3[C@H](C2=O)C2c4ccccc4C=CN2[C@@H]3C(=O)c2ccco2)cc1 (some centres undefined)
 : 17.7	5.5	5.7
COCCCN1C(=O)c2ccc(C(=O)O)cc2C1=O
 : -0.1	100.0*	6.3
CCOC(=O)c1ccc2c(c1)nc(SC/C(O)=C(\C#N)c1nc3ccccc3[nH]1)n2CC
 : 1.9	6.9	0.0
CCOc1ccccc1-n1c(SCC(=O)N2CCOCC2)nnc1-c1ccccn1
 : -2.1	0.7	4.9
C=CCN=C(NC#N)SCC(=O)NC(C)(C)C
 : 4.0	2.2	2.1
COc1ccc(OC)c(-n2c(-c3cccc(O)c3)n[nH]c2=S)c1
 : 2.6	3.4	11.1
N#Cc1c(-c2ccccc2)nc2n(-c3ccccc3)nc(C(=O)Nc3ccccc3)n2c1=O
 : 3.2	6.4	-12.9
COc1cccc(C(=O)N(Cc2ccc3c(c2)OCO3)Cc2nc3ccccc3c(=O)[nH]2)c1
 : -1.0	6.8	-3.4
COC(=O)Cc1c(C)nc2nc(Cc3ccccc3)[nH]n2c1=O
 : -0.4	6.9	-15.8
O=C(c1ccco1)N1CCN(c2nc(C3CC3)nc3sc4c(c23)CCCC4)CC1
 : 5.4	12.3	-6.0
CC(=O)N1CCN(CCN=CC2=C(O)CC(c3cccs3)CC2=O)CC1 (centres undefined)
 : 5.3	60.8	3.1
CN(CCCNC(=O)c1ccc(/C=N/O)nc1)CCCN(C)Cc1ccccc1
 : -0.9	-5.1	0.1
CCC(C)(C)NC(=O)CN(C(=O)CCC(=O)Nc1cc(C)ccn1)c1ccc2c(c1)OCO2
 : -4.1	11.8	-1.0
Cn1c(COc2ccc(Cl)cc2)nc2ccccc2c1=O
 : -3.1	-11.3	5.5
O=C(O)C1CCN(S(=O)(=O)c2ccc(Oc3ccccc3)cc2)CC1
 : -4.3	3.0	6.3
COc1ccc(NC(=O)c2ccc(-n3nc(C)c[n+]3[O-])cc2)cc1
 : -1.5	-30.1	2.8
CN(c1cccc(NC(=O)Nc2cccc(Cl)c2)c1)S(C)(=O)=O
 : -15.7	-21.8	17.0
O=C(COC(=O)c1ccccn1)Nc1ncc(C(F)(F)F)cc1Cl
 : -27.6	-9.9	0.3

# 6 entries already listed, sorted by formula weight, lowest first:
# Values in the order – Cneo AK release	C2C12 statin	PGC1a acetyl inh
CC(=O)Nc1cc2c(cc1C(=O)C(C)C)OCCO2
 : 3.1	21.2	7.6
CCOC(=O)CSc1ccc(-c2nc3cc(C)c(C)cc3[nH]2)cn1
 : -2.5	-8.5	-1.7
COc1cc(OC)cc(C(=O)Nc2ccccc2N2CCOCC2)c1
 : -2.1	-8.8	-6.8
Cc1cc(Nc2ccccc2C(=O)O)nc2nc3ccccc3c(=O)n12
 : 1.5	19.8	-2.4
O=c1nc2s/c(=C\c3ccco3)c(=O)n2nc1Cc1ccc(F)cc1
 : 3.3	7.2	4.5
O=C(C1CC1)N1CCc2cc(Br)cc(S(=O)(=O)N3CCN(c4ccccn4)CC3)c21
 : -0.2	1.5	-1.5

# Part of the list above, set out differently:
structure	Cneo AK release	C2C12 statin	PGC1a acetyl inh
CN(c1cccc(NC(=O)Nc2cccc(Cl)c2)c1)S(C)(=O)=O	-15.7	-21.8	17.0
O=C(COC(=O)c1ccccn1)Nc1ncc(C(F)(F)F)cc1Cl	-27.6	-9.9	0.3
